Bioassay records as filed in PubChem BioAssay.
uPA surface inh: cell surface uPA generation inhibition; cell surface uPA generation assay, qHTS; Potency, µM (doses to about 38.3 µM), without a hit: at the top dose activity change, negative = inhibition, hits mostly inhibitors; hit rate 0.31% among 330,000; AID 540303; active = well fitted inhibition curve with a large enough effect; inconclusive = small, poorly fitted or top-dose-only effect; inactive = no such curve, though single readings can be large or run the other way; tested in mouse RAW 264.7 cells; also: potency is read from the fitted curve at half-maximal effect; % is scaled to controls: 0 for no effect and ±100 for the full control effect; nearly all actives have a fitted effect of over 55% in size
TRPV1 agonist: human TRPV1 agonism; TRPV1-expressing cells, Fluo-8 calcium influx, agonist mode; activation, % at 8.33 µM; hit rate 0.19% among 320,000; AID 540275; in the data active = activation above about 80%; inconclusive = between about 30% and that limit; also: 0% is about no effect
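Cells expressing TRPV1 were dye-loaded with Fluo-8 and read kinetically: 10 s baseline, 3 min after compound (agonist portion), then 2 min after EC20 capsaicin (allosteric enhancer portion). Calcium-bound dye fluorescence at 480/520 nm.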
B2AR arrestin: agonists driving beta-arrestin recruitment to human beta2-adrenergic receptor; P07550; beta-arrestin recruitment to beta2AR, cell-based reporter; Potency, µM (titrated, usually from 46.1 µM), for the others: at the top dose activation, actives largely listed as activators; hit rate 0.02% among 330,000; AID 492947;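 also: potency is read from the fitted curve at half-maximal effect; 0% = DMSO controls and full agonism = EC100 isoproterenol or metaproterenol; nearly all actives have a fitted effect of over 65% in size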
p53 reactivator: re-activators of mutant p53; H1299 p53-A138V BP100-luciferase reporter, luminescence, 24 h; Potency, µM (titrated, usually from 92.2 µM), for the others: top-dose activity change, positive = activation, actives largely listed as activators; hit rate 0.063% among 320,000; also: potency is read from the fitted curve at half-maximal effect; % of control where 0% means no effect; nearly all actives have a fitted effect of over 45% in size
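H1299 (p53-null), stable ts p53-A138V + BP100-Luc; 1000 cells/well, Opti-MEM/10% FBS; cpd 4 pt, 1:5; 24 h, 37 deg C, 5% CO2; detection reagent 10 min RT; luminescence.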
S-ASM inh: blocks human secretory acid sphingomyelinase; Potency, µM (titrated, usually from 57.5 µM), inactives show top-dose activity change, negative = inhibition, usual class: inhibitors; P17405; hit rate 0.006% among 340,000; AID 504937; placental ASM, HMU-PC fluorogenic substrate, 60 min; also: potency is read from the fitted curve at half-maximal effect
Target sequence (P17405 47-631 limits assumed): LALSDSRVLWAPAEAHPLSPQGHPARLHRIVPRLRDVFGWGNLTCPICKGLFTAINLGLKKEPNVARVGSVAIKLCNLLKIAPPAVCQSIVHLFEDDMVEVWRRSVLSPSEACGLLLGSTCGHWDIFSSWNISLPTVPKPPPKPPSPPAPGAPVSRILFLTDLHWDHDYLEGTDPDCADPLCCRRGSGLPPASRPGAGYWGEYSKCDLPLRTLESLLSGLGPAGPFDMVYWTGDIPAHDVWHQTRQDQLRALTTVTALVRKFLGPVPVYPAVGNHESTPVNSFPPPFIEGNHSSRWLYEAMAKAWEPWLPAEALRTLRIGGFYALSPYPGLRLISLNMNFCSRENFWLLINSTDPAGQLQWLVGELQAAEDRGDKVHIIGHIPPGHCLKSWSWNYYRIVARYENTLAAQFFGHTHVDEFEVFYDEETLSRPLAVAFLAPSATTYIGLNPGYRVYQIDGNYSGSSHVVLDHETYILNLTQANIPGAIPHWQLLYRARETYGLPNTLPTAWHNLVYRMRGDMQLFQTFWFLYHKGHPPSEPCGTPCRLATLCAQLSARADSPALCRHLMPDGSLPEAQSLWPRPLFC
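Fluorogenic HMU-PC substrate (9 uM final) is turned over by placental ASM in 60 min at 37 C after a 10 min compound preincubation. Reaction ended by alkaline stop (pH 10), with fluorescence read at 386/447 nm.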
ELG1 genotoxic: genotoxicity induction in ELG1-luciferase HEK293T cells; HEK293T ELG1-luciferase reporter, luminescence, 16 h; Potency, µM (series often up to 46 µM), without a hit: at the top dose activity change, positive = activation, hits mostly activators; hit rate 1.3% among 330,000; also: potency is read from the fitted curve at half-maximal effect; % of control where 0% means no effect; nearly all actives have a fitted effect of over 60% in size
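HEK293T cells expressing luciferase-tagged ELG1 were treated with compound or DMSO for 16 hr at 37°C. Luciferase activity was then read after 30 min with ONE-Glo at room temperature; rising signal flags genetic stress.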
BRCA1 expr act: increases BRCA1 expression | MCF7-BRCA1-FFLuc reporter, luminescence, 48 h; response scale: scaled: vehicle 0%, 10 µM genistein 100% | Potency, µM (doses to about 46.1 µM), inactives show at the top dose activation, hits mostly activators | hit rate 1.1% among 380,000; also: potency is read from the fitted curve at half-maximal effect; nearly all actives have a fitted effect of over 80% in size; some results filed as inactive show a strong effect at the top dose
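Reporter cells (MCF7, BRCA1 promoter-firefly luciferase) received library compounds across a concentration series for 48 h. End-point luminescence was measured and concentration-effect curves derived after normalization.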
Eya2 phos inh: inhibitors of human Eya2 phosphatase activity; O00167; recombinant Eya2, OMFP fluorescence dephosphorylation (OMFP is methylfluorescein phosphate); Potency, µM (top dose mostly 76.9 µM), for inactives: at the highest dose activity, negative = inhibition, most hits filed as inhibitors; hit rate 0.006% among 330,000; AID 488837; also: potency is read from the fitted curve at half-maximal effect; % is scaled to controls: 0 for no effect and ±100 for the full control effect
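Eya2 (0.2 uM) preincubated 10 min at ambient with compound, then OMFP substrate added at 50 uM; 10 min reaction in 50 mM HEPES pH 7.5, 50 mM NaCl, 5 uM MgCl2, 0.05% BSA, 1 mM DTT. Fluorescence read at Ex 485/Em 525 nm.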
Integrin act MD: activators of alpha7 integrin expression for muscular dystrophy. alpha7betagal myoblasts, beta-gal FDG fluorescence, 48 h. Potency, µM (titrated, usually from 38.3 µM), for the others: at the highest dose activation, actives largely listed as activators. hit rate 0.064% among 350,000;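 also: potency is read from the fitted curve at half-maximal effect; 100% = response of the positive control SU9516; nearly all actives have a fitted effect of over 60% in size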
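Alpha7betagal+/- myoblasts (passage 13) were plated 16-24 hr, then exposed to compounds (1:260 dilution of DMSO stock) for 48 hours at 37C. After MPER lysis, β-galactosidase reporter activity was read as FDG fluorescence (ex 480/em 540) after 30 minutes.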
USP2a inh: blocks human ubiquitin-specific protease USP2a | Potency, µM (titrated, usually from 38.3 µM), without a hit: top-dose activity change, negative = inhibition, usual class: inhibitors | USP2 core, Ub-CHOP2 coupled fluorogenic reporter, 485/531 | hit rate 0.01% among 330,000;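 also: potency is read from the fitted curve at half-maximal effect; plate controls were DMSO wells for no effect and full inhibition by NEM control for full effect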
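USP2 core (10nM final) preincubated 30min RT with compound in 20mM Tris-HCl pH 8.0, 2mM CaCl2, 2mM beta-mercaptoethanol, 0.05% CHAPS; 25nM Ub-CHOP2 plus 25nM reporter substrate added, fluorescence (Ex485/Em531) read after 60min.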
TSG101-PTAP inh: blocks PTAP/TSG101 interaction to inhibit HIV-1 budding. Fluorescence polarization, FITC-PTAP peptide / Tsg101 binding. Potency, µM (doses to about 115 µM), for inactives: top-dose activity change, negative = inhibition, usual class: inhibitors. 340,000 tested, under 10 active. AID 493005; active = well fitted inhibition curve with a large enough effect in the main read-out, with a control signal flat, not every such curve was filed as active; inconclusive = small, poorly fitted or top-dose-only effect, or effect the other way, or a change in a side signal; inactive = no such curve, though single readings can be large or run the other way; also: potency is read from the fitted curve at half-maximal effect; % of control where 0% means no effect
Target sequence (Q99816 whole entry, looked up): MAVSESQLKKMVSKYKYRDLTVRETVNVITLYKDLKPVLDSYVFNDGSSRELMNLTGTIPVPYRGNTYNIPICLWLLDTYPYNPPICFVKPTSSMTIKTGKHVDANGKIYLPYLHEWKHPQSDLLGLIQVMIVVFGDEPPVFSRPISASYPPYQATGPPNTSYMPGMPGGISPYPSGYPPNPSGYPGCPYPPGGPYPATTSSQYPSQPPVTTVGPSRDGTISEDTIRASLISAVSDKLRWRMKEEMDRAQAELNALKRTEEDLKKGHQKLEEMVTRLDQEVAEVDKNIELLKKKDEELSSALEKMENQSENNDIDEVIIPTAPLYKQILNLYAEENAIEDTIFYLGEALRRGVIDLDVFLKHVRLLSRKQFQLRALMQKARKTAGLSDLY
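Steps: Tsg101 binding domain dispensed (10 uM final), compounds pinned in DMSO, FITC-labeled PTAP-motif peptide added (50 nM final); after 20 min binding at room temperature, polarization measured.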
Numbers without * were called inactive; u = inconclusive; x = not tested or not shown; [ ] = another dose, or the depositor's remark. Unless noted, calls follow the shape of the dose curve; as a rule, active = well fitted curve in the direction sought with a large enough effect; inconclusive = small, poorly fitted or top-dose-only effect, or another doubt; inactive = no such curve, though single readings can be large; an effect the other way counts as inactive or inconclusive.

1. COc1cccc(C(=O)COC(=O)COc2c(C)cc(C)cc2C)c1
2. Cc1cccc(C)c1-n1nnnc1C1(Nc2ccccc2)CCCCC1
3. CCCn1c(=O)c(C(=O)Nc2c(C)n(C)n(-c3ccccc3)c2=O)c(O)c2ccccc21
4. CCOc1cc(CN2CCCC(C(=O)c3cccc(C(F)(F)F)c3)C2)ccc1O (stereo unspecified)
5. CC1CCCC(NC(=S)NC(=O)c2cncc(Br)c2)C1C (stereo unspecified)
6. COCCn1c(-c2cccc(Br)c2)nc2c(c(=O)c3ccccc3n2C)c1=O
7. C=CCn1c(SCC(=O)c2c(N)n(C)c(=O)n(C)c2=O)nnc1-c1ccncc1
8. Cc1ccc(Cl)cc1NC(=S)N(CCN(C)C)Cc1cccs1
Screen / compound no.,1,2,3,4,5,6,7,8
uPA surface inh,0%,8%,2%,-1%,-1%,4%,-1%,-3%
TRPV1 agonist,7,7,-2,u,u,-1,-3,5
B2AR arrestin,-0.2%,-1.8%,-0.3%,0.1%,7.9%,3.1%,-0.1%,0.0%
p53 reactivator,1%,8%,3%,-3%,21%,-5%,-2%,-1%
S-ASM inh,1%,-3%,0%,3%,1%,0%,5%,0%
ELG1 genotoxic,-3%,-2%,0%,-4%,-2%,0%,1%,-2%
BRCA1 expr act,11%,-29%,-25%,-22%,4%,-21%,-8%,-24%
Eya2 phos inh,-14%,-11%,-10%,-18%,-5%,-11%,14%,0%
Integrin act MD,10%,-27%,4%,-26%,-4%,0%,5%,u
USP2a inh,1%,0%,0%,-2%,-2%,0%,1%,0%
TSG101-PTAP inh,-1%,-3%,-5%,-2%,1%,0%,4%,-1%

9. O=C(O)C(=O)/C(=C\c1cccc2ccccc12)c1ccc2ccccc2n1
10. CCCNC(=O)Cn1nc([N+](=O)[O-])c([N+](=O)[O-])c1C
11. O[C@@H]1[C@@H](O)C=C2CCN3Cc4cc5c(cc4[C@H]1C23)OCO5 (stereo partly specified)
12. O=C(N/N=C/c1cc(Br)cc(Cl)c1O)c1ccc2c(c1)OCO2
13. COC(=O)c1[nH]c2ccccc2c1NC(=O)CN1CCN(C(=O)c2ccco2)CC1
14. OC(COc1ccccc1)CN1CCN(c2cccc(Cl)c2)CC1 (stereo unspecified)
15. CN1CCN(C(=O)CCCN2C(=O)/C(=C/c3ccc(Cl)cc3)SC2=S)CC1
16. Cc1cc(C)cc(NC(=O)CCNC(=O)c2ccc([N+](=O)[O-])cc2)c1
Screen / compound no.,9,10,11,12,13,14,15,16
uPA surface inh,-12%,4%,1µM*,3%,3%,14%,u,5%
TRPV1 agonist,0,0,-2,x,0,x,1,0
B2AR arrestin,0.4%,-0.2%,0.0%,x,-1.3%,x,-0.1%,0.3%
p53 reactivator,4%,17%,2%,x,-5%,x,u,-4%
S-ASM inh,x,5%,-2%,27%,0%,4%,-9%,1%
ELG1 genotoxic,7%,0%,-38%[inhibitor],x,-5%,x,-1%,-3%
BRCA1 expr act,-68%,-2%,-73%,-16%,-12%,-22%,-58%,-12%
Eya2 phos inh,-2%,-3%,10%,x,-1%,x,9%,-1%
Integrin act MD,0%,-37%,x,-49%[inhibitor],-23%,11%,-22%,15%
USP2a inh,3%,5%,0%,x,0%,x,3%,3%
TSG101-PTAP inh,u,-1%,-1%,11%,0%,-13%,-2%,2%

17. CC(=O)OCC1(C)CN(c2ccccc2)N(C(=O)c2ccc(C(C)(C)C)cc2)C1=O (stereo unspecified)
18. COc1ccc(CCNC(=O)C2CCN(S(=O)(=O)c3ccc(SC)cc3)CC2)cc1
19. CCOC(=O)c1c([N+](=O)[O-])c(C)[nH]c(=O)c1C#N
20. O=C(Cn1c(=O)oc2ccccc21)N1CCN(S(=O)(=O)c2ccccc2)CC1
21. CNC(=O)N1c2ccccc2NC(=O)CC1C (stereo unspecified)
22. O=C(NC1CCCCC1)N1CCN(Cc2ccco2)CC1
23. OCCC1CN(C2CCSCC2)CCN1C1CCCC1 (stereo unspecified)
24. Cc1cccc(NC(=O)CCN2C(=O)c3cccc([N+](=O)[O-])c3C2=O)c1
Screen / compound no.,17,18,19,20,21,22,23,24
uPA surface inh,-28%,-29%,-2%,3%,1%,1%,0%,-1%
TRPV1 agonist,9,-1,-1,-1,-1,1,4,-2
B2AR arrestin,-0.1%,0.3%,-0.7%,0.1%,-1.1%,-0.5%,0.2%,-1.1%
p53 reactivator,9%,12%,3%,1%,2%,4%,-2%,17%
S-ASM inh,0%,1%,-3%,4%,4%,1%,4%,-1%
ELG1 genotoxic,0%,-7%,1%,-1%,0%,4%,-5%,-4%
BRCA1 expr act,-40%,-12%,1%,19%,1%,19%,-12%,-20%
Eya2 phos inh,-1%,-3%,6%,0%,6%,2%,-23%,4%
Integrin act MD,0%,-19%,-1%,12%,8%,-5%,6%,-19%
USP2a inh,-1%,0%,3%,-4%,-1%,0%,0%,1%
TSG101-PTAP inh,1%,-3%,-3%,-11%,0%,-4%,1%,-3%

25. COc1ccc(OCC(=O)Nc2ccc3c(c2)nc(CCN2CCCC2)n3C)cc1
26. O=C(CCSc1nnc(-c2ccncc2)o1)Nc1cccc(Cl)c1
27. CC(=O)c1c(C)cc(C)c(CSc2ccccn2)c1C
28. O=c1cnnc(N/N=C/C2CC=CCC2)[nH]1 (stereo unspecified)
29. Cc1cc(C(=O)N/N=C/c2ccc(-c3ccc([N+](=O)[O-])cc3C)o2)n[nH]1
30. Cc1cccc2nnc(-c3ccccc3)n12
31. Cc1csc(NC(=O)CSc2ccc([N+](=O)[O-])cn2)n1
32. CCCn1c(SCC(=O)Nc2nc3ccccc3s2)nc2c1c(=O)n(C)c(=O)n2C
Screen / compound no.,25,26,27,28,29,30,31,32
uPA surface inh,1%,-14%,1%,-2%,-2%,-3%,-1%,3%
TRPV1 agonist,0,1,8,-5,2,x,-3,-1
B2AR arrestin,0.0%,0.2%,0.0%,0.0%,0.0%,x,5.5%,-0.1%
p53 reactivator,6%,-2%,x,8%,3%,x,10%,3%
S-ASM inh,-1%,-3%,1%,-1%,0%,0%,1%,-12%
ELG1 genotoxic,2%,-3%,5%,1%,1%,x,-6%,-5%
BRCA1 expr act,-23%,-2%,22%,-16%,-8%,-8%,7%,-3%
Eya2 phos inh,-5%,2%,0%,2%,-1%,x,-8%,-2%
Integrin act MD,-44%,2%,-13%,7%,u,-24%,1%,-14%
USP2a inh,-2%,-2%,0%,2%,2%,x,0%,-2%
TSG101-PTAP inh,3%,0%,-1%,0%,0%,1%,-3%,-5%

33. Cc1sc2ncnc(N3CCC(C(=O)N4CC(C)SC4=Nc4ccc(Cl)cc4)CC3)c2c1C (stereo unspecified)
34. Cc1cccc(C(=O)OCC(=O)NCCCc2ccccc2)c1
35. O=C(Cc1ccc(Br)cc1)NCc1ccccc1
36. CCCS(=O)(=O)N1CCC(C(=O)NCCc2ccc(C)cc2)CC1
37. O=S(=O)(c1ccc2c(c1)nc1n2CCC1)N1CCOCC1
38. CCOc1ccc(NC(=O)CSc2nnc(CNC(=O)c3cccs3)o2)cc1
39. COc1cccc(C(c2sc3nc(C)nn3c2O)N2CCC3(CC2)OCCO3)c1 (stereo unspecified)
40. Cc1sc2ncnc(N[C@@H](Cc3c[nH]c4ccccc34)C(=O)O)c2c1C
Screen / compound no.,33,34,35,36,37,38,39,40
uPA surface inh,-7%,2%,-6%,-3%,7%,-3%,0%,1%
TRPV1 agonist,x,27,u,3,-2,2,2,0
B2AR arrestin,x,0.2%,-0.3%,-0.2%,0.2%,-0.1%,0.0%,-1.0%
p53 reactivator,x,-1%,14%,-2%,-1%,0%,-9%,-11%
S-ASM inh,1%,-4%,0%,-1%,1%,-2%,5%,1%
ELG1 genotoxic,x,0%,u,0%,1%,2%,-1%,-1%
BRCA1 expr act,26%,4%,-52%,6%,-21%,5%,-24%,-10%
Eya2 phos inh,x,-2%,14%,-15%,3%,10%,-9%,6%
Integrin act MD,3%,2%,-4%,-3%,18%,-26%,-20%,-10%
USP2a inh,x,-1%,0%,3%,1%,2%,3%,6%
TSG101-PTAP inh,0%,-2%,2%,0%,-3%,-3%,-3%,1%
